p47phox inh = p47phox/p22phox peptide binding inhibitors, primary screen, biochemical, uHTS, NADPH oxidase regulatory subunit. Neutrophil cytosol factor 1 (Homo sapiens), P14598. fluorescence polarization, 2 h. inhibition, % at 24.7 µM. hit rate 0.53% among 220,000. AID 1274, 2008;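 active means inhibition above about 30%, limit read from the data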;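 further: 0% = p47phox with labelled peptide and 100% = labelled peptide alone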
Target sequence (P14598 whole entry, looked up): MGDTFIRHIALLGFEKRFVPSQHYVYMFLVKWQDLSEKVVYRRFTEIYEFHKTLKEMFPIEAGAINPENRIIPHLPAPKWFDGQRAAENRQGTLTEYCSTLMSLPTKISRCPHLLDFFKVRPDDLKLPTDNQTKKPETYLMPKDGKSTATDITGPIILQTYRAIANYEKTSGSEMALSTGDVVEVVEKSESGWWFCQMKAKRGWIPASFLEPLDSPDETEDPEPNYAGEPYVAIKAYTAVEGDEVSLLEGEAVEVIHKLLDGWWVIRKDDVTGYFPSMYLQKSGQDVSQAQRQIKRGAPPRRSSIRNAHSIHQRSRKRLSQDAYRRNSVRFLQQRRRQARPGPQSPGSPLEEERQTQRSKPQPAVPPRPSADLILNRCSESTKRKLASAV
BaF3 parental = parental Ba/F3 cell viability inhibition, counter-screen for JAK2V617F inhibitor project, murine pro-B, CellTiter-Glo luminescence. CellTiter-Glo ATP luminescence. inhibition, % at 5.6 µM. hit rate 1.1% among 220,000. AID 1486, 2009;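 active means inhibition above a per-campaign cutoff, the mean inhibition of all tested compounds plus 3 SD, cut at about 27% in these data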;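 further: 0% = DMSO wells and 100% = JAK Inhibitor I control wells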
EP2 antag = human EP2 receptor antagonists, primary screen, TR-FRET cAMP, C6 glioma cells | AID 1422, 2008 | inhibition, % at 25 µM | Prostaglandin E2 receptor EP2 subtype (Homo sapiens), P43116 | C6 glioma cells expressing human EP2; cells stimulated with saturating PGE2 | hit rate 0.52% among 260,000;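 active means percent inhibition above 40 after rounding to a whole number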;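 further: rat C6 glioma host cells with rolipram phosphodiesterase inhibitor present; the protocol text gives 20 µM as final concentration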
Target sequence (P43116 whole entry, looked up): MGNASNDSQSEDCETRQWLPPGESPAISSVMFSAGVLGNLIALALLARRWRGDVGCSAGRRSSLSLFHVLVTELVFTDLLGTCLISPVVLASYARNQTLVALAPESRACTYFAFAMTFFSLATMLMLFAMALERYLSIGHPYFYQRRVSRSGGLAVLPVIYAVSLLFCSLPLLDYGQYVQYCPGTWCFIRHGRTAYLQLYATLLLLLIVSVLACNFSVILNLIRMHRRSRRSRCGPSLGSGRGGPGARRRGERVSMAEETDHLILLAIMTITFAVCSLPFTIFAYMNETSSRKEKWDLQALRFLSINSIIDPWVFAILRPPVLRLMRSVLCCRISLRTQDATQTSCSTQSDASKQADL
p97 inhibitor = inhibitors of human p97 ATPase, primary screen, biochemical. recombinant p97 ATPase, Kinase-Glo ATP luminescence, 3 h. inhibition, % at 8 µM. AID 1481, 2009. Transitional endoplasmic reticulum ATPase (Homo sapiens), P55072. hit rate 0.42% among 220,000; in the data active means inhibition above about 15%;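 further: 0% = DMSO vehicle and 100% = wells lacking enzyme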
Furin inh = human furin inhibitors, primary screen, biochemical, fluorescence intensity; P09958; purified furin, fluorogenic substrate cleavage; inhibition, % at 30 µM; hit rate 0.061% among 220,000; AID 463115, 2010; in the data active means inhibition above about 25%; further: inactives centre near -15
Tb hexokinase = Trypanosoma brucei hexokinase 1 inhibitors, primary screen, biochemical, G6PDH-coupled NADH absorbance, MLSCN library. hexokinase 1 [Trypanosoma brucei]. recombinant TbHK1, G6PDH-coupled NADH A340. inhibition, % at 10 µM. hit rate 0.11% among 220,000. AID 1430, 2008;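 active means inhibition of 50% or more in the single-dose primary screen; inactive means inhibition below 50%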
Ba/F3 V617F tox = reduced viability of JAK2V617F-dependent Ba/F3 cells, primary screen, JAK2V617F inhibitor project, cell-based, Ba/F3 EpoR-JAK2V617F, luminescence; ATP luminescence; inhibition, % at 5.6 µM; hit rate 1.1% among 220,000; AID 1446, 2008;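 active means inhibition above the campaign mean plus 3 SD over all tested compounds, cut at about 24% in these data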;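 further: cytokine-independent growth of Ba/F3 cells driven by EpoR plus mutant JAK2; 0% = DMSO-treated cells and 100% = JAK inhibitor I control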
RBBP9 inhibitor = human RBBP9 inhibitors, primary screen, biochemical, fluorescence polarization, FP-Rh probe, HTS. recombinant RBBP9. inhibition, % at 7.94 µM. hit rate 0.2% among 220,000. AID 1515, 2009;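 active means inhibition above the campaign mean of all tested compounds plus 3 SD, cut at about 14% in these data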;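 further: plate controls were DMSO wells with RBBP9 for no effect and wells lacking RBBP9 protein for full effect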
Target sequence (O75884 whole entry, looked up): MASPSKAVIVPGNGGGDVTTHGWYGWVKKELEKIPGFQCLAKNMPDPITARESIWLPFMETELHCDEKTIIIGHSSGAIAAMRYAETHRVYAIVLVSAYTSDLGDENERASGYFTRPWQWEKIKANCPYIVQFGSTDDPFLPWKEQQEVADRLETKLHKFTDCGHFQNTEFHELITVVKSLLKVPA
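System: RBBP9 protein | Quantity: 2.5 µM RBBP9 dispensing solution, before mixing | Reagent: FP-Rh probe, 375 nM dispensing solution | Timing: Enzyme-compound preincubation 30 min, then probe labeling 45 min, 25 °C | Measured by: Fluorescence polarization | Read-out: % inhibition | Replication: One well per compound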
PPC-1+TRAIL kill = compounds killing PPC-1 cancer cells with TRAIL present, primary screen, TRAIL potentiator project, ATPLite luminescence, uHTS. PPC-1 cells + TRAIL, ATPLite viability luminescence. cell killing (% activity), % at 4 µM. hit rate 0.41% among 220,000;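 active means cell killing above 50% in the first pass at 4 µM, then a duplicate retest at 5 µM averaging 50% or more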;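 further: plate controls were cells with TRAIL plus DMSO for no effect and medium-only wells lacking cells for full effect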
Active calls of the source: *; [ ] = another dose, or the depositor's remark.

SMILES	p47phox inh	BaF3 parental	EP2 antag	p97 inhibitor	Furin inh	Tb hexokinase	Ba/F3 V617F tox	RBBP9 inhibitor	PPC-1+TRAIL kill
CN(Cc1ccccc1)C(=O)COC(=O)c1ccccc1NS(=O)(=O)c1cccc(N)c1	-18	7	10	4	3	-2	-1	-5	22
COc1cc(S(=O)(=O)N2CCN(C)CC2)c(OC)cc1Cl	-10	4	1	0	-6[20 µM]	-7	2	-9	12
COCCn1c(C)cc(C(=O)Cn2nc(C(=O)O)c3ccccc3c2=O)c1C	-9	4	5	3	-30	1	0	-9	17
CCOC(=O)c1nc(NCCc2ccccc2)sc1C	0	5	8	-2	-26	0	-1	-7	-8
Cc1ccc(NC(=O)CSc2cccc[n+]2[O-])c([N+](=O)[O-])c1	-6	4	8	1	-29	-6	0	-2	19
Cc1cc2n(n1)C(c1ccccc1)CC(c1ccc(Br)cc1)=N2 (stereo unspecified)	-3	14	5	2	-5	-22	3	1	11
O=C(CN1CCCc2ccccc21)N/N=C/c1ccccc1	-15	2	18	9	-14	-2	-1	0	-4
C=CCn1cccc(C(=O)Nc2ccc(OCC)cc2)c1=O	0	6	7	1	-16	-27	1	0	-9
O=C(NNC1=C(C(=O)C(F)(F)F)CCC1)c1cccnc1	-2	8	6	-3	-7	3	6	-1	32
COn1c(SCc2cccc(Cl)c2)nc2ccccc2c1=O	-7	-2	2	1	-10[20 µM]	-1	-2	-6	11
COc1ccc(NC(=O)CSc2nc(O)cc(=O)n2C)cc1	-5	4	16	4	-21[20 µM]	-9	-2	1	5
Cc1nn(C(=O)Cn2cc([N+](=O)[O-])cn2)c(C)c1Cl	1	-2	9	4	-20	-4	-3	-5	18
CCOC(=O)C1=C(C)Nc2ccccc2N=C1NC(=O)/C=C/c1ccc(OC)cc1OC	-126	12	3	2	-7	-22	4	4	-4
Cc1ccc(N(Cc2cc3ccccc3[nH]c2=O)S(C)(=O)=O)cc1	-10	-2	14	3	-26	-12	-2	5	19
O=C(CCCC1=NS(=O)(=O)c2ccccc2N1)N1CCN(c2ccccc2)CC1	-17	3	4	4	-19	-1	1	-8	-12
CN(Cc1cccc(F)c1)C(=O)c1ccc(S(=O)(=O)C(F)F)cc1	-23	1	10	4	-32	-3	-3	-2	3
CCOC(=O)c1nc(C)sc1-c1ccnn1S(=O)(=O)c1cccc(Cl)c1	-1	-1	9	5	-12	-22	-6	1	-10
CC(C)NC(=O)c1n[nH]c(=O)c2ccccc12	-13	8	10	3	-19	1	1	-3	-21
CCc1nnc(NS(=O)(=O)c2ccc(NC(=O)c3ccccc3C)cc2)s1	8	3	5	-5	-13	7	2	-20	-2
Cc1ccc(S(=O)(=O)NCc2csc(C)n2)c(C)c1	-4	3	11	-4	-9	0	5	-1	-9
CCCCCCCC1(C)NC(=O)NC1=O (stereo unspecified)	-2	-2	-1	1	-14	-6	2	1	-12
CCN(CC)CCN1C(=O)C(=O)/C(=C(/O)c2c(C)[nH]c(C(=O)OC)c2C)C1c1cccnc1 (stereo unspecified)	3	7	8	6	2	-25	-1	-3	20
C/C(N)=C(/C#N)C(=O)COC(=O)COc1ccc(Cl)cc1	0	0	4	-5	-15[20 µM]	-2	-2	1	19
CC(C)Nc1nc(Cl)nc(NNC(=O)C(C)Oc2ccccc2)n1 (stereo unspecified)	-16	0	1	-5	-7[20 µM]	2	5	-5	9
O=C(NCC1CCCO1)c1ccc(CS(=O)(=O)c2ccc(Br)cc2)o1 (stereo unspecified)	-8	7	5	2	-15	-5	-1	-9	10

Another view of some results above:
Results follow in this order: p47phox inh, BaF3 parental, EP2 antag, p97 inhibitor, Furin inh, Tb hexokinase, Ba/F3 V617F tox, RBBP9 inhibitor, PPC-1+TRAIL kill
> O=C(NNC1=C(C(=O)C(F)(F)F)CCC1)c1cccnc1
→ -2, 8, 6, -3, -7, 3, 6, -1, 32
> COn1c(SCc2cccc(Cl)c2)nc2ccccc2c1=O
→ -7, -2, 2, 1, -10[20 µM], -1, -2, -6, 11
> COc1ccc(NC(=O)CSc2nc(O)cc(=O)n2C)cc1
→ -5, 4, 16, 4, -21[20 µM], -9, -2, 1, 5
> Cc1nn(C(=O)Cn2cc([N+](=O)[O-])cn2)c(C)c1Cl
→ 1, -2, 9, 4, -20, -4, -3, -5, 18
> CCOC(=O)C1=C(C)Nc2ccccc2N=C1NC(=O)/C=C/c1ccc(OC)cc1OC
→ -126, 12, 3, 2, -7, -22, 4, 4, -4
> Cc1ccc(N(Cc2cc3ccccc3[nH]c2=O)S(C)(=O)=O)cc1
→ -10, -2, 14, 3, -26, -12, -2, 5, 19
> O=C(CCCC1=NS(=O)(=O)c2ccccc2N1)N1CCN(c2ccccc2)CC1
→ -17, 3, 4, 4, -19, -1, 1, -8, -12
> CN(Cc1cccc(F)c1)C(=O)c1ccc(S(=O)(=O)C(F)F)cc1
→ -23, 1, 10, 4, -32, -3, -3, -2, 3
> CCOC(=O)c1nc(C)sc1-c1ccnn1S(=O)(=O)c1cccc(Cl)c1
→ -1, -1, 9, 5, -12, -22, -6, 1, -10
> CC(C)NC(=O)c1n[nH]c(=O)c2ccccc12
→ -13, 8, 10, 3, -19, 1, 1, -3, -21
> CCc1nnc(NS(=O)(=O)c2ccc(NC(=O)c3ccccc3C)cc2)s1
→ 8, 3, 5, -5, -13, 7, 2, -20, -2
> Cc1ccc(S(=O)(=O)NCc2csc(C)n2)c(C)c1
→ -4, 3, 11, -4, -9, 0, 5, -1, -9
> CCCCCCCC1(C)NC(=O)NC1=O (stereo unspecified)
→ -2, -2, -1, 1, -14, -6, 2, 1, -12
> CCN(CC)CCN1C(=O)C(=O)/C(=C(/O)c2c(C)[nH]c(C(=O)OC)c2C)C1c1cccnc1 (stereo unspecified)
→ 3, 7, 8, 6, 2, -25, -1, -3, 20
> C/C(N)=C(/C#N)C(=O)COC(=O)COc1ccc(Cl)cc1
→ 0, 0, 4, -5, -15[20 µM], -2, -2, 1, 19
> CC(C)Nc1nc(Cl)nc(NNC(=O)C(C)Oc2ccccc2)n1 (stereo unspecified)
→ -16, 0, 1, -5, -7[20 µM], 2, 5, -5, 9
> O=C(NCC1CCCO1)c1ccc(CS(=O)(=O)c2ccc(Br)cc2)o1 (stereo unspecified)
→ -8, 7, 5, 2, -15, -5, -1, -9, 10

Carrying on.
SMILES	p47phox inh	BaF3 parental	EP2 antag	p97 inhibitor	Furin inh	Tb hexokinase	Ba/F3 V617F tox	RBBP9 inhibitor	PPC-1+TRAIL kill
COc1cc(/C=N/NC(=O)c2cc(-c3ccc4c(c3)OCO4)n[nH]2)ccc1O	0	6	22	1	-19	-11	1	-7	7
Cn1cnnc1SCC(=O)N(Cc1ccc2c(c1)OCO2)C1(C(=O)NC2CCCCC2)CCCC1	-12	3	4	-1	-11	1	1	-6	11
O=c1c(C=NCCN2CCNCC2)c(-c2ccccc2)[nH]n1-c1ccc([N+](=O)[O-])cc1	-4	0	10	1	-2	-32	0	-9	27
CC(C)(C)c1ccc(CCC2OCC(C[N+]3(C)CCOCC3)O2)cc1 (stereo unspecified)	-11	1	14	3	-8	7	-1	-7	-4
Cn1c(NNC(=O)c2cccc3ccccc23)cc(=O)n(C)c1=O	-7	-3	8	1	-26	-15	-4	5	9
O=c1c2ccccc2nc(CSc2ncnc3nc[nH]c23)n1-c1cccc(C(F)(F)F)c1	-8	18	13	0	13[20 µM]	41	6	-1	22
COc1ccc(-n2c(=S)[nH]c3sc4c(c3c2=O)CCc2ccccc2-4)cc1	5	0	17	5	-4	-23	-5	0	20
Cc1ccccc1CN(C)CC(=O)Nc1ccccc1-c1ccccc1	-28	10	8	-9	-10	6	5	2	8
O=C(CCC(=O)OCC(F)(F)C(F)F)Nc1ccc(Cl)cc1	-11	0	3	1	-34	3	-4	-14	-10
COc1ccc(C2C3=C(CCCC3=O)Nc3nc(C(F)(F)F)nn32)c(OC)c1OC (stereo unspecified)	3	6	4	-9	-11	-8	3	-2	1
CCN1CCN(c2ncc3c(n2)CC(c2ccc(OC)c(OC)c2)CC3=O)CC1 (stereo unspecified)	-14	9	1	-6	-5	-5	5	-1	25
COc1cc2c(cc1OC)C(CSc1ccccc1C(=O)O)=NC(C)(C)C2	-4	2	4	2	-13	0	1	-8	0
COc1ccc(C(=O)Nc2cccnc2Sc2ccc(Cl)cc2)cc1	-1	1	6	2	-35	17	-2	-3	-5
COc1ccc(OC)c(/C=C/C(=O)N2C(=O)c3cccc(N)c3C2=O)c1	7	11	4	-1	1	-10	5	-1	16
CCOc1ccc(C2NC(=S)NC3=C2CCc2ccccc23)cc1 (stereo unspecified)	-11	1	7	7	-10	-17	-4	1	4
CCN(C(=O)COC(=O)CNC(=O)c1ccc(F)cc1)C1CCS(=O)(=O)C1 (stereo unspecified)	2	3	3	4	-7	3	-3	1	0
O=C(CSc1nnc(CCc2nc3ccccc3[nH]2)n1-c1ccccc1)NCc1ccccc1	11	6	9	-4	-10[20 µM]	-1	5	-8	16
CC(CN1CCOCC1)OC(=O)c1cccs1 (stereo unspecified)	-3	4	10	-7	-10[20 µM]	10	2	-12	23
CCOC(=O)c1cc(-c2ccc(C)cc2)n(CCC(=O)NCCCOC)c1C	-13	3	4	2	-15[20 µM]	-8	-3	15*	21
Cc1ccc(C(=O)NC(=S)Nc2ccc(N3CCOCC3)cc2)cc1C	2	7	4	2	-17	-2	2	-4	11
CCOC(=O)CNC(=O)c1ccccc1	-11	-3	16	0	-24[20 µM]	3	-1	-6	2
COc1ccccc1-n1c(SCC(=O)NC2CCCC2)nc2cccnc21	-9	1	11	2	-33	4	-2	-6	-1
COc1ccc2c(c1)-c1nc(NC(=O)c3ccco3)sc1CC2	-12	7	9	1	2	1	5	0	34
CCc1ccc(NC(=O)C(C)Nc2ccc(S(=O)(=O)NC(C)=O)cc2)cc1 (stereo unspecified)	-1	5	10	5	-22	4	0	4	-12
Cc1ccc(C(=O)Oc2cc(C)n(C)c(=O)c2)cc1	-1	-4	19	1	-25[20 µM]	-1	2	-5	1
CN(C)/C=N/c1[nH]ncc1C#N	0	4	7	-1	-19	-1	-1	-3	5
O=C(NC1CCCCC1)Oc1ccccc1	0	-2	5	-2	-13	-1	2	-12	16

Compound activity from PubChem.

Some of the compounds tested (hit frequency here may not be typical).
